Screening results from PubChem.
COUP-TFII inh: blocks human COUP-TFII nuclear receptor; P24468; HEK293T NGFI-A luciferase reporter, luminescence; inhibition, % at 8.6 µM; 370,000 compounds, 0.7% hits;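 active means inhibition above a per-plate cutoff, mean inhibition of test wells between control levels plus 3 SD, cut at about 38% in these data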;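 further: cells cotransfected with COUP-TFII expression vector driving the NGFI-A reporter; 0% = median of COUP-TF2 test wells and 100% = reporter-only cells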
MC4R barr agon: agonists of human melanocortin 4 receptor (MC4R) beta-arrestin. P32245. U2OS MC4R beta-arrestin complementation, luminescence; percent of melanotan II response, DMSO zero. activation, % at 8.9 µM. 360,000 compounds, 0.98% hits. AID 540308;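 active means activation above a per-plate cutoff, the mean activation of sample wells on that plate plus 3 SD, cut at about 8% in these data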
TLR9-MyD88 block: blocks human TLR9 binding to MyD88. CHO BLA complementation TLR9-MyD88, CCF4 FRET ratio. inhibition, % at 4.98 µM. 340,000 compounds, 0.21% hits;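 active means inhibition above the mean over all tested compounds plus 3 SD, cut at about 21% in these data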;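 further: 0% = DMSO only wells and 100% = clavulanate BLA inhibitor control wells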
NCOA3 inh: human NCOA3 inhibition. 360,000 compounds, 0.17% hits. HEK293 GAL4-SRC3 luciferase reporter, luminescence. inhibition, % at 3.6 µM. Q9Y6Q9;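 active means inhibition above a per-campaign cutoff, the mean of all compounds plus 3 SD, cut at about 60% in these data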;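 further: 0% = DMSO-treated cells and 100% = gossypol-treated cells at 36 µM; higher means less SRC3-driven luciferase light from the GAL4 reporter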
SRC1 inh: inhibitors of human steroid receptor coactivator 1 (SRC1) | HEK293 GAL4-SRC1 luciferase reporter, luminescence | inhibition, % at 3.6 µM | Q15788 | 360,000 compounds, 0.12% hits | AID 588354;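 active means inhibition above the campaign mean plus 3 SD, with each screening campaign given its own cutoff, cut at about 60% in these data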;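 further: 0% = DMSO treated cells and 100% = gossypol at 36 µM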
LRH-1 inv ag: NR5A2 inverse agonism in reporter assay; 360,000 compounds, 0.13% hits; O00482; HEK293T StAR-luciferase reporter, LRH-1 transfected, 24 h; inhibition, % at 3.6 µM;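 active means inhibition above the mean inhibition of all tested compounds plus 3 SD, cut at about 73% in these data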;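 further: 0% = DMSO wells and 100% = reporter-only cells lacking LRH-1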
EBV LMP1 NFkB: inhibitors of Epstein-Barr LMP1-induced NF-kappaB reporter; LMP1-induced NF-kappaB luciferase reporter cells, luminescence; inhibition, % at 12.5 µM; 350,000 compounds, 0.69% hits; AID 504558; in the data active means inhibition above about 41%;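 further: 0% = neutral control wells and 100% = reference inhibitor control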
SRC2 inh: human SRC2 (NCOA2) inhibition | 370,000 compounds, 0.17% hits | Q15596 | HEK293 GAL4-SRC2 luciferase reporter, luminescence | inhibition, % at 9 µM;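 active means inhibition above the mean inhibition of all tested compounds plus 3 SD, set per campaign, cut at about 52% in these data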;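 further: 0% = DMSO treated cells and 100% = cells given Gossypol at 36 µM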
MC4R antagonist: antagonists of human melanocortin 4 receptor (MC4R); P32245; MC4R-expressing cells, MTII-stimulated cAMP, LANCE TR-FRET; inhibition, % at 6.5 µM; 360,000 compounds, 0.48% hits; AID 540295;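 active means inhibition above its plate's cutoff, the mean of tested wells on that plate plus 3 SD, cut at about 29% in these data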;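 further: 0% = Melanotan II alone and 100% = Melanotan II plus saturating MCL0020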
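System – human MC4R-expressing U2OS cells · Also added – Melanotan II · Dosing – one concentration, 6.5 µM nominal · Timing – 30-min compound, 1-h challenge, 1-h detection, room temperature · Measured by – Eu-cAMP/anti-cAMP TR-FRET, emission 671 nm · Replicates – singlicate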
ABHD5-PLIN5 inh: ABHD5-PLIN5 protein interaction inhibition | Q00G26+Q8WTS1 | 360,000 compounds, 0.78% hits | AID 602281 | inhibition, % at 4 µM | Split G. princeps luciferase complementation, luminescence, 4 h;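 active means inhibition above the mean inhibition across every tested compound plus 3 SD, cut at about 22% in these data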;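 further: 0% = DMSO only wells and the 100% control is not disclosed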
Target sequence (Q00G26 whole entry, looked up): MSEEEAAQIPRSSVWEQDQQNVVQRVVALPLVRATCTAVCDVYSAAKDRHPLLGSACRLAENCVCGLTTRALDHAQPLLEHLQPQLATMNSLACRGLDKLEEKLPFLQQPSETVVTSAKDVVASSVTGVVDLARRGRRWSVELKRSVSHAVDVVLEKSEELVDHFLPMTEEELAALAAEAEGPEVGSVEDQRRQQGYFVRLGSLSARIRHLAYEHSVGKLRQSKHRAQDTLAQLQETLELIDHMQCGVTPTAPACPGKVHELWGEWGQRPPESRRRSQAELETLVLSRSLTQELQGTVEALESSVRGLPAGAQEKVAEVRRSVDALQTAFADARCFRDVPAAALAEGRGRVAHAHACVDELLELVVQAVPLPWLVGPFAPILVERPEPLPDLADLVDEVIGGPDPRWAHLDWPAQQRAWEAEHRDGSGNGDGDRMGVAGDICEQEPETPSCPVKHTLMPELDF
Target sequence (Q8WTS1 whole entry, looked up): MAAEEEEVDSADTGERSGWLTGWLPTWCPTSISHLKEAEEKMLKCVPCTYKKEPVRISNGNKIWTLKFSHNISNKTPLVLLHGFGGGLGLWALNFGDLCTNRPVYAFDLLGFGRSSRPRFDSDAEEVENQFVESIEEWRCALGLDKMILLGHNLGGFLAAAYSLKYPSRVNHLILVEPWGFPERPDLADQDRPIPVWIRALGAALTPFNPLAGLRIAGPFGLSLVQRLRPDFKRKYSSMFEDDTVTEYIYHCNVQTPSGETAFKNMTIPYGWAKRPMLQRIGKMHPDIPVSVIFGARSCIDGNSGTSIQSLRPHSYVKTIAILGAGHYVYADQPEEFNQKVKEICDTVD
NOD2 RIPK2 PPI: blocks binding of human NOD2 to RIPK2; O43353; CHO BLA complementation NOD2-RIPK2, CCF4 ratio; inhibition, % at 4.98 µM; 360,000 compounds, 0.38% hits; in the data active means inhibition above about 21%;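 further: 0% = vehicle only and 100% = reference blocker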
The depositor's hits bear a star; nt = not tested or not shown. Not all compounds are listed (hit frequency here may not be typical).

SMILES	COUP-TFII inh	MC4R barr agon	TLR9-MyD88 block	NCOA3 inh	SRC1 inh	LRH-1 inv ag	EBV LMP1 NFkB	SRC2 inh	MC4R antagonist	ABHD5-PLIN5 inh	NOD2 RIPK2 PPI
Cc1c(O)ccc(/C=N/Nc2ncccc2[N+](=O)[O-])c1O	-39	-1.7	-4	-80	-61	-47	-15	-11	-10	-1	-9
CN1CCC(CN)(N2CCN(c3ccccc3)CC2)CC1	-16	0.5	-10	9	-20	-8	-5	-16	6	2	1
C/C(=N/NC(=O)c1nnn(-c2nonc2N)c1COc1ccccc1)c1ccc(O)cc1	13	1.9	8	9	11	-1	3	-16	-7	4	-1
CC(Oc1ccc(Cl)cc1Cl)C(=O)Nc1ncccn1 (stereo unspecified)	-10	-2.2	-8	-8	-10	3	-1	-33	-9	2	1
COc1cc(C(=O)OCc2cc3ccccc3[nH]c2=O)cc(OC)c1OC	1	-0.7	-5	7	-8	1	-7	-10	5	11	-22
Cc1cc(NC(=O)CSc2nnc(-c3ccccc3)n2Cc2ccco2)no1	7	-0.9	-3	18	-6	3	4	-9	9	3	5
COc1ccc(NC(=O)NC[C@@H]2CC[C@@H](Cc3ccc(-c4ccccc4)cc3)O2)cc1	1	2.9	0	-31	-32	-30	-6	-4	4	5	5
O=S1(=O)N=C(N(Cc2cccs2)c2ccc(O)cc2)c2ccccc21	10	-4.5	7	-7	13	18	-1	10	3	1	-1
CN1CCCN(C(=O)c2cccc(Cl)c2)CC1	8	0.0	-5	-19	8	1	-7	-20	21	0	9
C=CCOc1ccc(C2NC(=S)NC(C)=C2C(=O)c2ccccc2)cc1OC (stereo unspecified)	-6	6.0	-4	18	-7	10	3	2	-8	8	-36
Cc1nn2c(=O)cc(CSc3ccccc3NC(=O)c3ccccc3)nc2s1	2	-2.2	-7	8	-29	17	2	2	-2	-12	15
CCOc1cc(C(=O)Nc2cc(C(=O)OC)ccc2C)ccc1OCC(=O)N1CCOCC1	18	-0.9	-10	1	2	-2	5	2	1	5	3
COc1ccc(N=C(C)C2=C(O)c3ccccc3C2=O)cc1	-59	2.8	10	-74	-104	-163	-14	-8	5	-5	5
COc1cccc(NS(=O)(=O)c2cc3[nH]c(=O)c(=O)[nH]c3cc2C)c1	-11	-2.9	-3	-5	18	-14	-6	3	14	-1	-16
Nc1nc(SCC(=O)O)[nH]c(=O)c1NC(=O)c1ccccc1F	-2	0.6	-10	9	14	8	7	12	7	-1	-8
Fc1ccccc1CSc1nnc(-c2cccnc2)o1	-25	-1.7	3	-73	-94	-106	-25	-20	1	-2	-5
Cc1cc(NC(=O)COC(=O)CCS(=O)(=O)c2ccc(C)c(C)c2)no1	2	-0.1	4	2	-2	2	-4	-31	20	-7	-8
C=CCC(C=C)[N+]1(CC(=O)OC)CCCCC1 (stereo unspecified)	13	-0.6	nt	19	2	3	-7	-12	-1	-5	-2
CN(CC(=O)Nc1ccccc1C(F)(F)F)C(=O)c1cc(-c2cccs2)nn1-c1ccccc1	8	-1.3	5	-15	-18	3	-6	3	16	6	-6
COCCN(CCOC)C(=S)Nc1ccccc1	-6	3.7	4	-20	-5	15	1	-20	-6	3	8
CC1=CC(C)C2C(=O)N(c3ccccc3)NC(=O)C2C1 (stereo unspecified)	17	-0.7	7	-9	-16	9	-16	-15	8	0	7
CCSc1nnc2n1C(C)(C)Cc1ccccc1-2	-1	-0.6	-5	-3	-24	8	0	-9	4	-5	2
Cc1ccc(N2CCN(S(=O)(=O)c3nnc(NC(=O)c4ccco4)s3)CC2)cc1	2	1.5	-15	-5	-4	-27	-1	6	6	-4	-8
Nc1nccc(SCc2ccccc2)n1	-20	-1.1	1	-6	0	-1	-1	-36	-6	1	-16
COc1ccc(-c2nnc(NC(=O)C(C)C)s2)c(OC)c1	-30	3.7	-8	-78	-66	-93	-25	-72	11	-12	1
SMILES	COUP-TFII inh	MC4R barr agon	TLR9-MyD88 block	NCOA3 inh	SRC1 inh	LRH-1 inv ag	EBV LMP1 NFkB	SRC2 inh	MC4R antagonist	ABHD5-PLIN5 inh	NOD2 RIPK2 PPI
COc1ccc(/C=C/C(=O)OCC(=O)NCc2ccco2)c(OC)c1	-35	-2.0	-1	10	-28	8	-20	-22	-7	1	2
Cc1ccc(-c2csc(/C=C3/SC(C)C(=O)N3CC(=O)Nc3ccccc3F)n2)cc1 (stereo unspecified)	-2	1.7	3	-9	-32	10	-3	15	3	-14	-1
CCCCCC(=O)NC(=S)Nc1ccc(NC(=O)c2ccco2)cc1	4	3.6	1	22	24	-3	8	-28	-3	4	-3
Cc1ccccc1N(CC(=O)Nc1ccccc1C(=O)O)S(C)(=O)=O	-7	-1.8	4	-22	-24	-22	1	-77	3	-12	-5
O=S(Cc1ccccc1)Cc1ccccc1	10	0.1	3	8	-9	-7	0	-14	5	0	-5
c1cc2c(cc1C1=NNC(=NC3CC3)SC1)OCCO2	46*	-2.4	-6	66*	57	25	84*	61*	5	-21	1
Cc1ccc(C(=O)NCCCNC(=O)COc2ccc(C)c(C)c2)cn1	7	1.4	4	-8	7	10	-2	-10	-9	-10	-10
CCC(=O)N1CCc2cc(S(=O)(=O)NCCC(=O)NCc3ccccc3Cl)ccc21	-14	0.7	-6	13	13	-15	2	-11	4	-2	-2
CCCCN(C(=O)CCNC(=O)NC12CC3CC(CC(C3)C1)C2)c1c(N)n(CCCC)c(=O)[nH]c1=O	-6	1.3	-5	-3	4	-3	-4	-27	11	-10	-7
CCOC(=O)NC(=O)/C(C#N)=N/Nc1ccc(F)cc1	-13	-1.4	0	12	-4	-8	3	-6	-4	1	-1
CC(C)NC(=O)N(C)C[C@H]1Oc2c(NC(=O)Cc3ccccc3)cccc2C(=O)N([C@H](C)CO)C[C@@H]1C	9	0.1	6	13	1	10	-9	5	1	-6	-10
COC(=O)Nc1ccc(SCC(=O)c2ccccc2)cc1	-34	-2.5	0	0	0	2	-4	-26	0	-2	-1
COc1ccc2nc(SC(C)C(=O)NCC(=O)Nc3ccc(F)c(F)c3F)[nH]c2c1 (stereo unspecified)	-20	-1.9	2	6	-18	10	-8	-68	1	0	3
O=C(O)c1cccnc1NC1CCCC1	9	1.2	-10	7	-4	6	-3	-3	0	8	4
CCCCNC(=O)NS(=O)(=O)c1ccc(NC(=O)CCC(=O)c2cccs2)cc1	0	-2.5	-5	-4	-50	3	3	-19	-3	11	-5
CCNC(=O)C1CCCN(C(=O)Cc2ccc3ccccc3c2)CC1 (stereo unspecified)	-12	-1.0	nt	-22	-1	10	nt	7	2	4	-3
Cc1ccc2c(CN3CCN(c4ccccc4F)CC3)cc(=O)oc2c1	-5	nt	nt	0	-5	-7	nt	3	nt	-3	-4
COc1ccc(OC)c(CN2CCN(C(=O)c3ccc(C)c(S(=O)(=O)Nc4ccccc4OC)c3)CC2)c1	-7	-1.2	-5	-10	4	2	0	3	0	-1	7
CC1CN(C(=O)c2cc(S(=O)(=O)N3CCN(c4ccccc4)CC3)ccc2Cl)CC(C)O1 (stereo unspecified)	35	-2.3	2	1	-1	22	12	11	7	-7	8
O=C(CSc1nnc(CNC(=O)c2ccc(F)cc2)o1)NCc1ccccc1	-11	-3.0	-5	4	-3	-9	5	-25	-2	-7	-1
COc1ccc(/C(C)=N/Nc2cccc(C(=O)O)c2)cc1OC	-49	-1.9	9	-40	-51	-116	-29	-35	0	-5	3
COc1cccc(NC(=O)COc2c(F)c(F)c(C(F)(F)F)c(F)c2F)c1	10	-0.4	4	17	-1	-9	-24	-8	-5	-2	1
COc1ccc(NC2=C(C(C)=O)C(c3ccc(OC)cc3)C(C(C)=O)C(C)(O)C2)cc1 (stereo unspecified)	-1	2.0	nt	6	5	-11	-4	-6	-2	3	-34
Cc1cccc(C)c1Nc1nnc(SCC(=O)NCCCN2CCCC2=O)s1	7	1.0	1	-9	3	15	-3	-8	5	-3	6
C=CCn1c(SCC(=O)c2ccc(Cl)s2)nc2ccccc2c1=O	0	0.5	2	0	-5	-19	-1	-3	14	5	1
SMILES	COUP-TFII inh	MC4R barr agon	TLR9-MyD88 block	NCOA3 inh	SRC1 inh	LRH-1 inv ag	EBV LMP1 NFkB	SRC2 inh	MC4R antagonist	ABHD5-PLIN5 inh	NOD2 RIPK2 PPI
O=c1c2ccccc2nc(/C=C/c2ccc([N+](=O)[O-])cc2)n1CCCO	1	2.3	-8	-1	-3	27	-2	-4	0	2	-2
O=C(NC1CCCc2ccccc21)C(Cc1ccccc1)NS(=O)(=O)c1cccs1 (stereo unspecified)	1	-0.5	-2	16	12	4	5	8	8	-4	7
Cc1ncc(CO)c(/C=N/Nc2cccc(Cl)n2)c1O	-13	-1.4	-1	-25	-34	-28	-2	-58	-14	-2	4
Cc1cc(C(=O)Nc2ccc(N3CCOCC3)c3nonc23)ccc1[N+](=O)[O-]	3	4.0	1	-27	-10	-4	8	-22	-20	6	-4
Cc1cccc(OCCNS(=O)(=O)c2ccc(Cl)cc2)c1	-21	7.7	-9	-22	-4	-2	-2	-7	9	-3	2
Cc1ccc(SCCNC(=O)c2ccccc2C)cc1	6	2.1	9	24	9	-6	-7	-6	-8	7	-9
O=C(NCc1ccccc1OC(F)(F)F)C1CCC(=O)N(Cc2ccccn2)C1 (stereo unspecified)	4	-1.7	13	5	-38	5	2	-10	2	0	-23
CC(=O)Nc1cc(-c2ccc(C(=O)NC3CC3)cc2)cn2c(-c3ccc(F)c(Cl)c3)cnc12	-7	8.2	nt	-1	-6	9	nt	-13	22	-1	10
O=C(OCc1nnc(-c2ccc([N+](=O)[O-])cc2)o1)c1ccc(F)c(S(=O)(=O)N2CCOCC2)c1	9	0.7	-9	-1	3	8	1	-11	0	18	-5
COC(=O)[C@H](C(C)C)N(Cc1ccccc1)S(=O)(=O)CCN1CCN(c2ccccc2)CC1	9	1.6	0	0	12	11	-1	-20	8	-9	0
COc1ccc(N2C3=[N+](CC2(C)O)c2ccccc2CC3)cc1 (stereo unspecified)	-5	-2.9	8	-1	-5	4	69*	-24	14	0	-4
Cc1ccc(C(=O)OCC(=O)NCc2ccco2)cc1	-18	-0.9	7	8	-2	-9	-1	3	6	0	4
COc1ccc(-c2csc(NC(=O)CS(=O)(=O)c3ccccc3)n2)cc1	-11	-1.7	8	16	-1	-14	4	-7	4	-1	7
CCn1ccnc1CN(C)Cc1cn[nH]c1-c1ccc(OC)c(F)c1	25	1.5	-6	44	39	25	10	27	0	-2	-6

Entries listed so far shown as hits in SRC2 inh:
SMILES	COUP-TFII inh	MC4R barr agon	TLR9-MyD88 block	NCOA3 inh	SRC1 inh	LRH-1 inv ag	EBV LMP1 NFkB	SRC2 inh	MC4R antagonist	ABHD5-PLIN5 inh	NOD2 RIPK2 PPI
c1cc2c(cc1C1=NNC(=NC3CC3)SC1)OCCO2	46*	-2.4	-6	66*	57	25	84*	61*	5	-21	1
